697 NFkB inh: inhibitors of PMA/ionomycin-induced NF-kB reporter, 697 cells, primary screen, B-cell NF-kB inhibitor project, cell-based, luminescence, uHTS; 697 B-cell NF-kB luciferase reporter, 16 h; inhibition, % at 4 µM; hit rate 0.33% among 330,000; in the data active = inhibition above about 35%
Mdm2-MdmX inh: inhibitors of human Mdm2-MdmX association, primary screen, cell-based, luminescence, split luciferase, SaOS-2, uHTS | Protein Mdm4 (Homo sapiens) + E3 ubiquitin-protein ligase Mdm2 (Homo sapiens), … | SaOS-2 split-luciferase Mdm2/MdmX complementation | inhibition, % at 8 µM | hit rate 3% among 330,000 | AID 485346, 2010;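 active = inhibition of at least 50% at 8 µM in the primary screen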
Target sequence (O15151 whole entry, looked up): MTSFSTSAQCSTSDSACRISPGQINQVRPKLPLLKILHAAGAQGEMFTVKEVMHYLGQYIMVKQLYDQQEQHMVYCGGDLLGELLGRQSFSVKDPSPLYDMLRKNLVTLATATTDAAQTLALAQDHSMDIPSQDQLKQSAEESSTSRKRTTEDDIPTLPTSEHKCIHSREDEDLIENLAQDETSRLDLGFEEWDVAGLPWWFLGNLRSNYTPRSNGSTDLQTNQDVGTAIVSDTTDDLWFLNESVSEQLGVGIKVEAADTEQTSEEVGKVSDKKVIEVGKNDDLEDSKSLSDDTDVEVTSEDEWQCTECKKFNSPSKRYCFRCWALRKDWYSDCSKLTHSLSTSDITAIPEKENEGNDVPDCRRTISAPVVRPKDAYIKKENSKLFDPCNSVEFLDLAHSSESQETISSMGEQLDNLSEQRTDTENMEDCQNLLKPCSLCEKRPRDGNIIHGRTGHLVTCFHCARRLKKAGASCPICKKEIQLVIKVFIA
Target sequence (Q00987 whole entry, looked up): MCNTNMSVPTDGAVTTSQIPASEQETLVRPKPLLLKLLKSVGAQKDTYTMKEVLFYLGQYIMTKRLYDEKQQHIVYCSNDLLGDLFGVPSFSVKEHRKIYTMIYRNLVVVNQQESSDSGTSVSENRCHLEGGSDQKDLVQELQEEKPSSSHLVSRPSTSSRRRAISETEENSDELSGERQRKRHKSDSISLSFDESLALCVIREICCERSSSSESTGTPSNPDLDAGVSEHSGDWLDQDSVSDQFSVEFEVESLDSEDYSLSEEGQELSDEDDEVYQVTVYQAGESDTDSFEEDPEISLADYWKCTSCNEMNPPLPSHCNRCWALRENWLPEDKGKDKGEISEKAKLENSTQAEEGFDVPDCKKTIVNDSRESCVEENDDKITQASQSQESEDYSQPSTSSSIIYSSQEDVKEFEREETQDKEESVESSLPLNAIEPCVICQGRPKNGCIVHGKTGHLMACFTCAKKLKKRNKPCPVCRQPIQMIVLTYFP
XBP1 UPR activ: activators of adaptive XBP1 UPR arm, primary screen, cell-based, CHO-XBP1 luciferase reporter, luminescence, uHTS. IRE1-XBP1 UPR activation; percent of tunicamycin response, DMSO as zero. activation, % at 20 µM. hit rate 0.33% among 330,000;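 active = versus positive control, 20 µM dose yields 30% or more activation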;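 also: 100% = tunicamycin at 10 µg/mL and 0% = DMSO only wells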
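Material: IRE1-XBP1 luciferase reporter CHO line / Quantity: one thousand reporter cells per well / Buffer or medium: F12 with 10% serum / Compound: 20 µM single concentration, DMSO 1% / Times: 6 h treatment, 37 °C / Detection: Steady-Glo luciferase glow luminescence, 10 min after reagent addition / Benchmarks: tunicamycin high, DMSO low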
Jurkat NFkB inh: inhibitors of induced NF-kB luciferase reporter, primary screen, TCR NF-kB activation inhibitor project, cell-based, luminescence, uHTS; Jurkat, PMA/ionomycin-induced NF-kB luciferase reporter; inhibition, % at 4 µM; hit rate 0.53% among 330,000; in the data active = inhibition above about 50%
tim10-1 inh: growth inhibitors of tim10-1 mutant yeast, primary screen, luminescence, uHTS; AID 463190, 2010; inhibition, % at 20 µM; hit rate 2.2% among 330,000; S. cerevisiae tim10-1 ts strain growth, BacTiter-Glo, 24 h;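 active = inhibition of at least 40%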;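 also: mutant grown at 25 °C; 0% = DMSO wells with yeast and 100% = wells holding no yeast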
UPR CHOP act: activators of apoptotic CHOP UPR arm, primary screen, cell-based, CHO-CHOP luciferase reporter, luminescence, uHTS | UPR activation; percent of tunicamycin response over DMSO baseline | activation, % at 10 µM | hit rate 0.34% among 330,000 | AID 449763, 2010;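 active = at 10 µM dose, activation of 40% or more, normalized to positive control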;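 also: 100% = tunicamycin at 10 µg/mL and 0% = DMSO alone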
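System: CHO-CHOP luciferase reporter cell line | Buffer or medium: F12 medium containing 10% fetal bovine serum | Doses: One dose, 10 µM in 0.5% DMSO | Times: 6 h compound exposure at 37 °C after overnight seeding | Signal: Luciferase luminescence | Read-out: % activation vs tunicamycin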
tim23-1 inh: growth inhibitors of tim23-1 mutant yeast, primary screen, luminescence, uHTS; inhibition, % at 20 µM; S. cerevisiae tim23-1 growth, BacTiter-Glo luminescence, 24 h; AID 463212, 2010; hit rate 1.3% among 330,000;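 active = growth inhibition of the mutant yeast at or above 50%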;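 also: temperature-sensitive mutant grown at 25 °C; plate controls were DMSO-treated mutant yeast for no effect and medium wells lacking yeast for full effect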
TIM10 inh: growth inhibitors of isogenic TIM10 control yeast, primary screen, counter-screen for tim10-1 yeast inhibitor project, luminescence, uHTS; S. cerevisiae TIM10 strain growth, BacTiter-Glo luminescence, 24 h; AID 463195, 2010; hit rate 1.4% among 330,000; inhibition, % at 10 µM;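 active = inhibition of 40% or more at the single tested concentration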;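 also: wild-type TIM10 isogenic control strain grown at permissive 25 °C; 0% = DMSO yeast wells and 100% = minimal medium wells without yeast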
The depositor's hits bear a star.

CCOC(=O)C1CCN(Cc2cnc(Oc3ccc(N)cc3)s2)CC1 was read as 697 NFkB inh 1, Mdm2-MdmX inh 7, XBP1 UPR activ -3, Jurkat NFkB inh -10, tim10-1 inh 28, UPR CHOP act -0.6, tim23-1 inh 3 and TIM10 inh 9.
For Cc1cccc(C)c1NC(=O)CNC(=O)CCC(=O)N1CCOCC1 the results were 697 NFkB inh 3, Mdm2-MdmX inh -1, XBP1 UPR activ -1, Jurkat NFkB inh 16, tim10-1 inh -11, UPR CHOP act -0.1, tim23-1 inh 4 and TIM10 inh 3.
O=C(O)c1cc(S(=O)(=O)N2CCCCCC2)c(Cl)cc1Cl was read as 697 NFkB inh -17, Mdm2-MdmX inh -7, XBP1 UPR activ 3, Jurkat NFkB inh 1, tim10-1 inh -1, UPR CHOP act -0.7, tim23-1 inh 8 and TIM10 inh -5.
Screening NC(=O)c1oc2ccc(Cl)cc2c1NC(=O)CN1CCOCC1 returned 697 NFkB inh 8, Mdm2-MdmX inh 26, XBP1 UPR activ -3, Jurkat NFkB inh -18, tim10-1 inh -29, UPR CHOP act -0.9, tim23-1 inh -26 and TIM10 inh -26.
Screening CN(CC(=O)Nc1ccccc1Cl)C(=O)COC(=O)CN1C(=O)NC2(CCCC2)C1=O returned 697 NFkB inh -11, Mdm2-MdmX inh 20, XBP1 UPR activ -4, Jurkat NFkB inh -3, tim10-1 inh 11, UPR CHOP act -2.1, tim23-1 inh -2 and TIM10 inh 4.
O=C1CCN(Cc2nc(-c3ccc(Cl)cc3)no2)CCN1 was read as 697 NFkB inh -19, Mdm2-MdmX inh 4, XBP1 UPR activ -1, Jurkat NFkB inh -8, tim10-1 inh -3, UPR CHOP act 0.4, tim23-1 inh -14 and TIM10 inh -15.
Screening O=C(CN1C(=O)NC2(CCCC2)C1=O)Nc1ccc(F)c(Cl)c1 returned 697 NFkB inh 6, Mdm2-MdmX inh 13, XBP1 UPR activ -2, Jurkat NFkB inh 0, tim10-1 inh -10, UPR CHOP act -1.9, tim23-1 inh -11 and TIM10 inh -14.
CC(=O)NC(CC(=O)NC1CCCc2ccccc21)c1ccccc1 (stereo unspecified) was read as 697 NFkB inh 7, Mdm2-MdmX inh -4, XBP1 UPR activ -4, Jurkat NFkB inh -3, tim10-1 inh -11, UPR CHOP act 0.5, tim23-1 inh 3 and TIM10 inh 12.
`CCNc1nc(NCC)nc(N(C#N)CCOc2ccccc2)n1` gave 697 NFkB inh -5, Mdm2-MdmX inh 12, XBP1 UPR activ 2, Jurkat NFkB inh -3, tim10-1 inh 20, UPR CHOP act -0.4, tim23-1 inh 12 and TIM10 inh 19.
O=C1c2ccccc2C(=O)N1CN(C(=O)COc1ccc(Cl)cc1Cl)c1cccc(F)c1 was read as 697 NFkB inh 14, Mdm2-MdmX inh 7, XBP1 UPR activ -3, Jurkat NFkB inh -24, tim10-1 inh 12, UPR CHOP act 0.5, tim23-1 inh -3 and TIM10 inh 9.
For N#CCNC1CC(=O)N(c2ccc(F)cc2)C1=O (stereo unspecified) the results were 697 NFkB inh 7, Mdm2-MdmX inh -2, XBP1 UPR activ 0, Jurkat NFkB inh 1, tim10-1 inh 19, UPR CHOP act 0.8, tim23-1 inh 22 and TIM10 inh 5.
`COc1ccc(S(=O)(=O)NCC2CCCN(C(=O)c3occc3C)C2)cc1` (stereo unspecified) gave 697 NFkB inh -4, Mdm2-MdmX inh -1, XBP1 UPR activ 1, Jurkat NFkB inh 1, tim10-1 inh 5, UPR CHOP act -2.7, tim23-1 inh 10 and TIM10 inh -3.
`CC(C)C(NS(=O)(=O)c1cccs1)C(=O)NCCCN1CCCCCC1` (stereo unspecified) gave 697 NFkB inh -10, Mdm2-MdmX inh -14, XBP1 UPR activ -3, Jurkat NFkB inh -13, tim10-1 inh 1, UPR CHOP act -1.6, tim23-1 inh -1 and TIM10 inh -8.
Cc1ccccc1Nc1cc(C(=O)NCc2ccco2)c2ccccc2n1 was read as 697 NFkB inh -4, Mdm2-MdmX inh -37, XBP1 UPR activ -2, Jurkat NFkB inh -3, tim10-1 inh 10, UPR CHOP act -0.5, tim23-1 inh 35 and TIM10 inh -5.
`Cc1onc(-c2c(Cl)cccc2Cl)c1C(=O)NC1CCCCC1` gave 697 NFkB inh 1, Mdm2-MdmX inh 13, XBP1 UPR activ -5, Jurkat NFkB inh -16, tim10-1 inh 5, UPR CHOP act -0.6, tim23-1 inh 22 and TIM10 inh -2.

Among those listed so far, these contain a cyano group.
`CCNc1nc(NCC)nc(N(C#N)CCOc2ccccc2)n1` gave 697 NFkB inh -5, Mdm2-MdmX inh 12, XBP1 UPR activ 2, Jurkat NFkB inh -3, tim10-1 inh 20, UPR CHOP act -0.4, tim23-1 inh 12 and TIM10 inh 19.
For N#CCNC1CC(=O)N(c2ccc(F)cc2)C1=O (stereo unspecified) the results were 697 NFkB inh 7, Mdm2-MdmX inh -2, XBP1 UPR activ 0, Jurkat NFkB inh 1, tim10-1 inh 19, UPR CHOP act 0.8, tim23-1 inh 22 and TIM10 inh 5.

Returning to the listing with the 2 entries that preceded the break.
Cc1ccccc1Nc1cc(C(=O)NCc2ccco2)c2ccccc2n1 was read as 697 NFkB inh -4, Mdm2-MdmX inh -37, XBP1 UPR activ -2, Jurkat NFkB inh -3, tim10-1 inh 10, UPR CHOP act -0.5, tim23-1 inh 35 and TIM10 inh -5.
`Cc1onc(-c2c(Cl)cccc2Cl)c1C(=O)NC1CCCCC1` gave 697 NFkB inh 1, Mdm2-MdmX inh 13, XBP1 UPR activ -5, Jurkat NFkB inh -16, tim10-1 inh 5, UPR CHOP act -0.6, tim23-1 inh 22 and TIM10 inh -2.
COc1cccc(NC(=O)C2CCCN(S(=O)(=O)c3ccc(-n4cnnn4)cc3)C2)c1 (stereo unspecified) was read as 697 NFkB inh 1, Mdm2-MdmX inh 9, XBP1 UPR activ -3, Jurkat NFkB inh 4, tim10-1 inh 15, UPR CHOP act -1.1, tim23-1 inh -6 and TIM10 inh 7.
For Cc1c(N2C(=O)C3C4C=CC(C4)C3C2=O)c(=O)n(-c2ccccc2)n1C (stereo unspecified) the results were 697 NFkB inh 2, Mdm2-MdmX inh -11, XBP1 UPR activ 0, Jurkat NFkB inh 2, tim10-1 inh 7, UPR CHOP act 0.6, tim23-1 inh 10 and TIM10 inh 14.
`O=C(Cc1ccc(Cl)cc1)Nc1ccccc1Sc1ccccc1` gave 697 NFkB inh -6, Mdm2-MdmX inh 17, XBP1 UPR activ -1, Jurkat NFkB inh 1, tim10-1 inh 2, UPR CHOP act 2.8, tim23-1 inh 13 and TIM10 inh -8.
Screening CS(=O)(=O)N(CC(=O)N1CCN(Cc2ccccc2)CC1)C1CCCCC1 returned 697 NFkB inh 7, Mdm2-MdmX inh 15, XBP1 UPR activ 1, Jurkat NFkB inh 4, tim10-1 inh 7, UPR CHOP act 2.1, tim23-1 inh 16 and TIM10 inh 7.
Screening CSc1nnc(SCC#N)s1 returned 697 NFkB inh 11, Mdm2-MdmX inh -2, XBP1 UPR activ 6, Jurkat NFkB inh 12, tim10-1 inh -14, UPR CHOP act -0.6, tim23-1 inh 3 and TIM10 inh 6.
Screening COCCSc1nnc(NC(=O)Cc2ccc(OC)c(OC)c2)s1 returned 697 NFkB inh 4, Mdm2-MdmX inh 16, XBP1 UPR activ 0, Jurkat NFkB inh -9, tim10-1 inh 5, UPR CHOP act 0.1, tim23-1 inh -7 and TIM10 inh -1.
Screening CCCn1c(=O)[nH]c(=O)c2c1nc(-c1ccc3c(c1)OCCO3)n2CCN1CCOCC1 returned 697 NFkB inh 24, Mdm2-MdmX inh 6, XBP1 UPR activ 0, Jurkat NFkB inh 4, tim10-1 inh 10, UPR CHOP act 0.7, tim23-1 inh -2 and TIM10 inh 4.
`NNC(=O)c1nc(-c2ccccc2)cc(-c2ccccc2)n1` gave 697 NFkB inh 5, Mdm2-MdmX inh 4, XBP1 UPR activ -4, Jurkat NFkB inh -11, tim10-1 inh 42*, UPR CHOP act 1.1, tim23-1 inh 63* and TIM10 inh 20.
For Clc1cccc(Cl)c1Cn1ccc(C2CC2)n1 the results were 697 NFkB inh -63, Mdm2-MdmX inh -34, XBP1 UPR activ 3, Jurkat NFkB inh -46, tim10-1 inh 12, UPR CHOP act 4.8, tim23-1 inh 10 and TIM10 inh 16.
Cc1ccccc1OCC(=O)NNC(=O)c1ccoc1C was read as 697 NFkB inh 16, Mdm2-MdmX inh -18, XBP1 UPR activ 2, Jurkat NFkB inh 12, tim10-1 inh -2, UPR CHOP act -0.6, tim23-1 inh 15 and TIM10 inh -1.
O=C(COC(=O)C1CC(=O)N(Cc2ccccc2)C1)Nc1ccccc1F (stereo unspecified) was read as 697 NFkB inh 7, Mdm2-MdmX inh 20, XBP1 UPR activ -4, Jurkat NFkB inh 4, tim10-1 inh -7, UPR CHOP act -0.9, tim23-1 inh -12 and TIM10 inh -10.
Clc1cccc(Cl)c1CSc1nnc(-c2ccncc2)s1 was read as 697 NFkB inh -42, Mdm2-MdmX inh 78*, XBP1 UPR activ 8, Jurkat NFkB inh -12, tim10-1 inh 25, UPR CHOP act 5.7, tim23-1 inh 19 and TIM10 inh 5.
For Cc1ccc(-n2cc(CN3CCCN(C=O)CC3)c(-c3ccc(F)cc3)n2)cc1 the results were 697 NFkB inh 8, Mdm2-MdmX inh 17, XBP1 UPR activ 0, Jurkat NFkB inh -3, tim10-1 inh 22, UPR CHOP act 2.0, tim23-1 inh 14 and TIM10 inh 11.
Screening NC(=O)c1cc(S(=O)(=O)Nc2cccc(F)c2)co1 returned 697 NFkB inh 9, Mdm2-MdmX inh 12, XBP1 UPR activ -2, Jurkat NFkB inh 0, tim10-1 inh 14, UPR CHOP act 1.1, tim23-1 inh 10 and TIM10 inh 1.
`CCO[C@@H]1OC(C(=O)N2CCOCC2)=C[C@H](C)[C@H]1CCCO` gave 697 NFkB inh 1, Mdm2-MdmX inh -6, XBP1 UPR activ 0, Jurkat NFkB inh 12, tim10-1 inh -3, UPR CHOP act -0.4, tim23-1 inh 1 and TIM10 inh 7.
For CC1(C)Oc2ccc3ccc(=O)oc3c2/C(=C/NNC(N)=S)C1=O the results were 697 NFkB inh 6, Mdm2-MdmX inh 8, XBP1 UPR activ -2, Jurkat NFkB inh -5, tim10-1 inh 27, UPR CHOP act -1.7, tim23-1 inh 8 and TIM10 inh 12.
CC(C)(C)Nc1ncnc2c1cnn2-c1ccccc1 was read as 697 NFkB inh -218, Mdm2-MdmX inh -98, XBP1 UPR activ 0, Jurkat NFkB inh -173, tim10-1 inh -25, UPR CHOP act 5.5, tim23-1 inh 17 and TIM10 inh -32.

Assay outcomes as filed in PubChem BioAssay.
